# Bioassay records as filed in PubChem BioAssay.
# Pf Dd2 inh: blocks in vitro growth of P. falciparum Dd2 | 120,000 compounds, 4.3% hits | Potency, µM (doses to about 28.9 µM), for inactives: at the highest dose activity, negative = inhibition, usual class: inhibitors | P. falciparum Dd2 growth, SYBR Green, 72 h; active = well fitted inhibition curve with a large enough effect; inconclusive = small, poorly fitted or top-dose-only effect; inactive = no such curve, though single readings can be large or run the other way;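 also: plate controls were DMSO vehicle for no effect and reference drug for full effect; nearly all actives have a fitted effect of over 65% in size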
#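 Readout: SYBR Green fluorescence, 485 nm excitation, 535 nm emission, after ~16 h lysis at 37C. Before that, Dd2-infected red cells (2.5% hematocrit) grew 72 h with compound, 29 uM top final concentration.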
# An asterisk follows results filed as active; i = inactive; u = inconclusive; [ ] = remark or other dose. Potency is read from the fitted curve at half-maximal effect. Only part of the results is shown (hit frequency here may not be typical).
entry	compound	Pf Dd2 inh
1	COc1cc(OC)cc(C(=O)Nc2ccc(-c3nc4cc(C(C)C)ccc4o3)cc2)c1	u
2	CC1=C(C(=O)Nc2ccc(C)cc2Cl)C2(CCCCCC2)OC1=O	17%
3	Cc1ccc2c(=O)cc(C(=O)Nc3ccc(S(=O)(=O)N4CCCCC4)cc3)oc2c1	i
4	N#Cc1cccc(C(=O)N2CCCCCCNC(=O)[C@@H]3C[C@@H](c4nc(-c5cnccn5)no4)C[C@@H]32)c1	i
5	O=Cc1ccc(Oc2ncnc3ccccc23)cc1	-5%[44.1 µM]
6	COc1ccc(OC)c(S(=O)(=O)NC[C@H]2C[C@@H]3CCN2C[C@@H]3c2cc(-c3cccs3)nn2C)c1	-1%
7	CNC(=O)c1cccc(-c2cnc(NC(=O)Cc3ccccc3)c3c2CCO3)c1	4%[44.1 µM]
8	Cc1cccc(C(=O)N2CC[C@H]3C(=O)NCCCCCCN(Cc4ccncc4)[C@@H]3C2)c1	u
9	Cc1nn(CC(=O)Nc2ccc(OC(F)(F)F)cc2)c(=O)c2c(C)n(-c3ccc(Cl)cc3)nc12	24%
10	COCC(=O)N[C@@H]1CN(C(=O)CCCc2ccccc2)CC[C@@H]1c1nc(C)no1	i[5.79 µM]
11	Cc1cccc(CN2CCCC(COc3ccccc3C(=O)N3CCCC3)C2)c1 (stereo not given)	u
12	O=[S+]1([O-])NCC2(CCCN(Cc3ccc(C(F)(F)F)cc3)C2)Oc2ncccc21 (stereo not given)	-15%
13	CCOC(=O)c1ccc(NC(=O)Cn2c(=O)n(CC)c(=O)c3c2cc(C)n3C)cc1	u
14	COc1ccc(-c2cc(N3CCC(NC(=O)c4cccc(N(C)C)c4)C3)n[nH]2)cc1 (stereo not given)	u
15	COc1cc2c(c(OC)c1OC)C(c1cc3c(cc1Cl)OCO3)CC(=O)N2 (stereo not given)	-25%
16	CC1=C[C@@H](CNC(=O)Nc2ccc(F)cc2)[C@H](C(C)C)C[C@H]1Cc1nc2c(C)cccc2[nH]1	u
17	CC(C)NC(=O)c1cc(-c2ccc(Cl)nc2)nc2c1cnn2C	-2%
18	O=C(CCC[C@H]1NC[C@@H]2CC1CN(Cc1ccccc1)C2)N1CCC(N2CCCCC2)CC1	u
19	COc1ccc(S(=O)(=O)NCCNc2cc(C)nc3ccnn23)cc1	-13%
20	CC(C)(C)C(=O)N1CCN(CCC(=O)Nc2ccc(C(N)=O)cc2)CC1	-3%
21	CC(=O)c1[nH]c(C)c(C(=O)N2CCN3C(=O)CNC(=O)C3C2)c1C (stereo not given)	-5%
22	COc1ccc(-c2[nH]ncc2C(=O)NCc2cccc(F)c2)cc1	21%
23	Cc1ccc2nc(NC(=O)c3nc(SCc4ccccc4C)ncc3Cl)sc2c1	8%
24	Cn1cc(-c2cnc3[nH]cc(CC(=O)NCc4ccncc4)c3c2)cn1	4µM*
25	CC(C)CCOc1ccc(Oc2nc(N(C)C)nc(N(C)C)n2)nn1	-18%
26	O=C(O)CCCCn1c(SCC(=O)Nc2ccccc2C(F)(F)F)nc2ccsc2c1=O	36%[activator]
27	CN1CCC(C(=O)N2Cc3ccccc3CC3(CCN(C)C3)C2)CC1 (stereo not given)	14%
28	Cn1cc(-c2cc(=O)c3ccnc(Nc4ccc5[nH]ccc5c4)c3o2)cn1	7.1µM*
29	CC1CCN(S(=O)(=O)c2ccc3c(c2)N(CC(=O)NCCCOC(C)C)C(=O)CO3)CC1	-26%
30	NCCCC(=O)N1CCN(C2CCNCC2)C(=O)C1	-3%
31	Cc1ccc(-c2nccc3c(=O)cc(-c4cn[nH]c4)oc23)cc1	-25%[44.1 µM]
32	COc1ccc(C(=O)N2CCc3nc(-c4ccc(Cl)cc4)nc(-c4ccccc4)c3C2)cc1	u
33	COCCNc1nc(-c2c(C)noc2C)cc2cc(C(C)C)oc12	-8%[44.1 µM]
34	CS(=O)(=O)c1cnc(NC2CCCC2)nc1C1CCCNC1 (stereo not given)	11%
35	CCc1ccccc1NC(=O)CN1C(=O)c2cccnc2Sc2ccccc21	-19%
36	COC(=O)N1CCC2(CC1)C(=O)NN=C2c1ccncc1	39%[44.1 µM]
37	COc1ccc(C(=O)NCC(c2ccc3c(c2)OCO3)N2CCN(C)CC2)cc1OC (stereo not given)	-14%
38	COCCC(=O)N1C[C@@H]2CCCN3CCC[C@@H]([C@H]23)[C@H]1CCCC(=O)NCC1CC1	3%
39	O[C@H]1CC[C@@H](Cc2cc(COc3ccccc3)on2)O[C@@H]1CNCc1cccc(Cl)c1	1.3µM*
40	COc1ccc(CN2CCN(Cc3cc4ccccc4[nH]3)CC2CCO)c(C)c1C (stereo not given)	8.9µM*
41	O[C@@H]1CC(CNC2CCC2)(COc2cnccn2)C[C@@H]1O (stereo not given in full)	7%[44.1 µM]
42	CCOC(=O)C1CCCCN1C(=O)c1oc2c(Cl)cc(C)cc2c1C (stereo not given)	15%
43	Cc1cc(-c2ccnc(-c3nnc(C)n3CCN3CCOCC3)c2)ccn1	-15%[44.1 µM]
44	COc1ccc(C(=O)NCCc2noc(-c3ccncc3)n2)cc1	-14%
45	O=C(c1n[nH]c2ccccc12)N1CCC(N2C(=O)C(OCC3CC3)C23CCCCC3)CC1 (stereo not given)	4.5µM*
46	COC(=O)CC[C@H]1CNC(=O)[C@@H]2[C@@H](CCN2Cc2csnn2)N1C	-2%[44.1 µM]
47	COc1ccc(NC(=O)O[C@@H]2CO[C@H]3[C@@H]2OC[C@@H]3NCc2ccc(-c3ccccc3)cc2)cc1	-10%
48	CC(=O)Nc1ccc(C2(C(=O)NCc3ccccc3Cl)CCC2)cc1	-7%
49	COC[C@@H]1[C@H](NC(=O)c2cc(-c3ccccc3OC)n[nH]2)[C@@H]2CCO[C@H]12	-10%
50	COc1ccc(NC(=O)c2ccco2)cc1NC(=O)c1cc(Cl)ccc1OC	-25%
51	CCCS(=O)(=O)N1C[C@@H](Oc2ccccc2)C[C@H]1C(=O)NC	15%
52	COC1CN(C2CCN(C(=O)c3cccnc3)CC2)C12CCOCC2 (stereo not given)	-12%
53	COc1ccc(C(O)C(=O)N2CCC3(CCC(=O)N(C4CC4)C3)CC2)cc1 (stereo not given)	3%
54	O=C(NC1(C(F)(F)F)C(=O)Nc2c1c(=O)[nH]c(=O)n2-c1ccc(F)cc1)c1ccccc1 (stereo not given)	34%[activator]
55	CC(O)CNC(=O)C1CCN(c2nc(-c3ccccc3)nc3c2CCC3)CC1 (stereo not given)	u
56	COc1ccc(CC(=O)NCc2ccc3c(c2)CCN3C(C)=O)cc1OC	i
57	COc1ccc(N2CCN(c3c4c(nc5nncn35)CCC4)CC2)cc1	-4%
58	CC(=O)c1ccc(NC(=O)N2C[C@@H]3C[C@H](C2)c2ccc(NC(=O)CN(C)C)c(=O)n2C3)cc1	-4%
59	O=C(NCC(c1ccco1)S(=O)(=O)c1ccc(Cl)cc1)c1ccc(C(F)(F)F)cc1 (stereo not given)	i
60	O=C1Cc2c(-c3ccsc3)n[nH]c2CN1CC1CC1	-27%[44.1 µM]

# (further entries)
entry	compound	Pf Dd2 inh
61	Cc1ccc(CN2CCC3(CC2)CCN(Cc2ccco2)CC3CO)s1 (stereo not given)	u
62	CC1CCCCN1C(=O)CSc1nc2ccccc2nc1Cc1ccc(Cl)cc1 (stereo not given)	1%
63	COCCNc1oc(-c2ccccc2)nc1S(=O)(=O)c1ccc(Br)cc1	-13%
64	COCCCNC(=O)C1CCN(c2nn3cc(-c4ccc(F)cc4)nc3s2)CC1	-4%
65	Cc1ccc(N(C)C(=O)CN2C(=O)CCc3cc(S(=O)(=O)N4CCOCC4)ccc32)cc1	28%
66	O=C1CCN(C(=O)CCc2nc3ccccc3s2)CCCCCCN1	-20%
67	COC(=O)c1ccc2nc(CO[C@H]3CN(Cc4cccc(C#N)c4)C[C@H]3F)[nH]c2c1	-2%[44.1 µM]
68	CC(C)CCNC(=O)N1CCC2(CC1)C(=O)N(C)c1ccccc12	-15%
69	CN(Cc1cccnc1)C(=O)CCC1CCCN(S(=O)(=O)c2ccccc2)C1 (stereo not given)	-23%
70	O=C(NCCc1ccccn1)c1ccc2c(c1)OCCN(c1ccccc1)C2	u
71	Cc1ccc(CN(Cc2ccco2)C(=O)COc2ccc(C)c(C)c2)cc1	-10%
72	Cc1nc(-c2ccccc2)cc([C@H]2CN3CC[C@H]2C[C@@H]3CNC(=O)NC(C)C)n1	u
73	Cc1ccc(-c2noc(-c3cccnc3NCc3ccco3)n2)cc1	17%
74	COc1cc(NC(=O)O[C@@H]2CC[C@]3(C)C(CC[C@@H](O)[C@H]3CC(=O)N3CC[C@@H](O)C3)[C@]2(C)CO)cc(OC)c1OC (stereo not given in full)	u
75	CCCCNC(=O)CSc1nc2n[nH]c(C)c2c(=N)n1-c1cccc(Cl)c1C	u
76	CCOC(=O)c1sc2ccccc2c1S(=O)(=O)N1CCN(c2cccc(C)c2C)CC1	u
77	CN(C)c1ccc(CN2CCC3(C2)C(=NC2CCCC2)NC(=O)N3c2cccnc2)cc1 (stereo not given)	u
78	CCC1CCCCN1C(=O)CCS(=O)(=O)c1cc2c(cc1C)NC(=O)CO2 (stereo not given)	3%
79	CCn1nc(CC(C)C)cc1C(=O)N1CCN(S(=O)(=O)CC)CC1	-4%
80	Cn1nc(C(=O)Nc2cccc(-c3nnc4n3CCCC4)c2)c2ccccc21	u
81	Cc1nnc2n1CCC(N(C)C(=O)c1cc(C3CC3)[nH]n1)CC2 (stereo not given)	16%
82	Cc1ccc(CNC(=O)c2ccc(CSCc3ccc(Cl)cc3)o2)cc1	7%
83	CC(C)c1nc2c(c(-c3ccc(Cl)cc3)n1)CCN(C(=O)c1ccccc1)CC2	u
84	Cc1ccc(NC(=O)Cn2cccc2-c2nc(-c3ccc(F)cc3)no2)c(C)c1	u
85	COC(=O)COc1ccc(C(=O)N[C@@H]2CN(C(=O)Nc3ccc(F)cc3)CCC[C@H]2O)cc1	-13%
86	CCCn1c2ccccc2c2cnn(CC(=O)Nc3cc(OC)c(OC)c(OC)c3)c(=O)c21	21%
87	CCC(=O)N1CCc2cc(Br)cc(S(=O)(=O)N3CCN(c4ccccc4OC)CC3)c21	u
88	COCCC(=O)N1CCc2c(n(Cc3ccc(OC)cc3)n(Cc3ccccc3)c2=O)C1	-3%[44.1 µM]
89	CCCCNC(=O)CCn1c(=O)c2cccn2c2cccnc21	-10%
90	COCCNC(=O)[C@H]1C[C@H](Oc2ccccc2)CN1S(=O)(=O)c1ccccc1	-19%

# Reprinted at random: 4 compounds from above
entry	compound	Pf Dd2 inh
54	O=C(NC1(C(F)(F)F)C(=O)Nc2c1c(=O)[nH]c(=O)n2-c1ccc(F)cc1)c1ccccc1 (stereo not given)	34%[activator]
86	CCCn1c2ccccc2c2cnn(CC(=O)Nc3cc(OC)c(OC)c(OC)c3)c(=O)c21	21%
57	COc1ccc(N2CCN(c3c4c(nc5nncn35)CCC4)CC2)cc1	-4%
9	Cc1nn(CC(=O)Nc2ccc(OC(F)(F)F)cc2)c(=O)c2c(C)n(-c3ccc(Cl)cc3)nc12	24%

# Later entries:
entry	compound	Pf Dd2 inh
91	CC1(CNc2ccccc2)COc2ccc(C(=O)NCc3cccnc3)cc2N1 (stereo not given)	i
92	CCOc1cc(CNC(=O)CSc2n[nH]c(-c3ccccc3)n2)cc(OCC)c1OCC	-13%
93	CC(C)CCNC(=O)c1cnc2n1CCN(Cc1cccc(OC(F)(F)F)c1)CC2	u
94	Cc1cccc(NC(=O)c2cc3c(=O)n4cccc(C)c4nc3s2)c1C	21%
95	COCc1ccc(C(=O)N2CCCN(C)C3(CCN(C)CC3)C2)o1	-14%
96	CC(=O)Nc1ccc2c(c1)CCC(=O)N2CC(C)C	-7%
97	Cn1c(-c2nc(-c3cn4ccccc4n3)no2)cc(=O)n(C)c1=O	-18%
98	CNC(=O)[C@@H]1CN(C(=O)c2cscn2)C[C@H]1c1nc(COC)no1	20%
99	COc1ccc(Cn2ccnc2SCC(=O)Nc2ccc(C)cc2C)cc1	i
100	CCOc1ccc(NC(=O)Cn2c(=O)c(-c3noc(C)n3)c3n(c2=O)CCCC3)cc1	-11%
101	CC(=O)N1CCc2c(sc3c2c(=O)n(-c2cccc(Cl)c2C)c(=O)n3Cc2ccccc2C)C1	8.9µM*
102	COc1ccc(C2Cn3nnc(C(=O)NC4CCCCCCC4)c3CO2)cc1 (stereo not given)	8.9µM*
103	CNC(=O)CCn1ncc2cc(OCc3ccccc3-c3c(C)noc3C)ccc21	100%[activator][44.1 µM]
104	CCOc1ccc(-c2nonc2NC(=O)c2oc3cc(C)ccc3c2C)cc1OCC	u
105	Clc1ccc(C2Cn3nnc(-c4nc(-c5ccc6c(c5)OCO6)no4)c3CO2)cc1 (stereo not given)	i
106	CC1CCN(S(=O)(=O)c2ccc3c(c2)N(CC(=O)N2CCN(c4ccccc4)CC2)C(=O)CO3)CC1	i
107	c1ccc2c(c1)OCC(CCn1ccnc1-c1cc3n(n1)CCNC3)O2 (stereo not given)	-16%
108	Cc1sc2ncn(CC(=O)N3CCN(c4ccccc4F)CC3)c(=O)c2c1S(=O)(=O)N1CCN(c2ncccn2)CC1	-22%
109	CCN(CCNC(=O)CCc1cc2cc(OC)ccc2[nH]c1=O)Cc1ccccc1	u
110	NC(=O)CSc1nnnn1-c1cccc(O)c1	u
111	CSc1ncc(C(=O)Nc2cccc(Cl)c2C)c(-c2ccccc2)n1	51%[activator]
112	CCCc1nnc(NC(=O)c2cc(=O)c3cc(Cl)ccc3o2)s1	35%[activator]
113	CCC1Oc2ccc(NC(=O)c3ccccc3F)cc2CN(Cc2ccccc2F)C1=O (stereo not given)	5.6µM*
114	CCOc1ccccc1C(=O)NC1CCN(c2cc(-c3ccc(F)cc3)[nH]n2)C1 (stereo not given)	u

# Given with each value named: part of the list above
96	CC(=O)Nc1ccc2c(c1)CCC(=O)N2CC(C)C
- Pf Dd2 inh = -7%
97	Cn1c(-c2nc(-c3cn4ccccc4n3)no2)cc(=O)n(C)c1=O
- Pf Dd2 inh = -18%
